Compound activity from PubChem.
XIAP displacement: small molecules displacing peptide from XIAP – biochemical, IAP family, fluorescence polarization (AID 1018); displacement, % at 20 µM, or IC50 in µM where a hit was titrated; XIAP BIR domain, fluorescence polarization peptide displacement; higher % means a stronger effect; 0.007% of 200,000 active; in the data active = displacement above about 50%; also: a part of the inactive calls stands beside numbers as strong as those of hits
PMI inhibition: MPI inhibition at elevated mannose 6-phosphate – biochemical, fluorescence intensity, high mannose 6-phosphate, primary screen (AID 1220). inhibition, % at 20 µM; hits with a dose series show IC50 in µM. recombinant PMI enzyme, coupled fluorescence intensity; higher % means a stronger effect. 0.66% of 190,000 active
K1F lysis inhibition: protection from phage-mediated lysis, alamar blue read-out – E. coli UTI89, K1F phage, bacterial capsule biogenesis inhibitors (AID 488966); E. coli UTI89 K1F phage lysis, alamar blue, 2 h; higher % means a stronger effect; 0.02% of 340,000 active; one-dose inhibition, % at 100 µM; IC50 in µM for titrated hits;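 active = phage lysis inhibition, versus mean bacterial control, above a set limit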;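 also: capsule biogenesis inhibitors block K1F phage lysis so surviving cells raise fluorescence; higher fluorescence means more inhibition of phage lysis; actives were called in the ten point dose series up to 300 µM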
Hep lipid drop: modulators of hepatic lipid droplet formation; AML12 mouse hepatocytes, oleate lipid droplets, BODIPY imaging; inhibition, % at 6.5 µM; 0.4% of 240,000 active;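 active = lipid droplet intensity inhibited by at least 50%, with more than 500 cells counted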
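Test system: AML12 mouse liver cells; schedule: overnight exposure; technique: high-content imaging of BODIPY-stained droplets and DAPI nuclei; read-out: % inhibition of corrected integrated BODIPY droplet signal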
SIAH1 antagonists: Siah-1 peptide-binding antagonists, primary screen, biochemical, fluorescence polarization, rhodamine-plectin, uHTS (AID 1817); 0.02% of 290,000 active; displacement, % at 20 µM; hits with a dose series show IC50 in µM; Siah-1 / rhodamine-plectin peptide fluorescence polarization; higher % means a stronger effect;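 active = displacement of at least 50% at 20 µM, with a fluorescence ratio check between 0.3 and a set limit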;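 also: plate controls were Siah plus tracer with DMSO for no effect and tracer alone without Siah for full effect; strong numbers were not always called active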
TNAP activators: stimulation of alkaline phosphatase TNAP activity – biochemical, luminescent, no phosphate acceptor, uHTS, primary screen (AID 1001); one-dose activation fold at 20 µM; EC50 in µM for titrated hits; 0.03% of 200,000 active; purified TNAP, luminescent activation assay, no phosphate acceptor; higher activation fold means a stronger effect; in the data active = activation fold from about 3, or a potency from the dose series; inactive = the rest, 99 in 100 with activation fold below about 1.6; also: many of its hits are not listed in these tables
M17LAP inhibition: P. falciparum M17LAP inhibitors, primary screen, biochemical, fluorogenic H-Leu-NHMec substrate, 1536-well (AID 1619). 0.38% of 220,000 active. recombinant M17LAP, H-Leu-NHMec fluorogenic kinetic assay; higher % means a stronger effect. inhibition, % at 30 µM; hits with a dose series show IC50 in µM;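 active = compound inhibiting the enzyme by more than half at any dose during confirmatory dose-response retesting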;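 also: plate controls were full reaction with DMSO carrier for no effect and no enzyme background for full effect; strong numbers were not always called active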
P. falciparum M1AAP: malaria alanyl aminopeptidase activity blockers – biochemical, fluorogenic H-Leu-NHMec substrate, 1536-well (AID 1445). recombinant M1AAP, H-Leu-NHMec fluorogenic kinetic assay; higher % means a stronger effect. inhibition, % at 30 µM; hits with a dose series show IC50 in µM. 0.42% of 220,000 active;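 active = primary inhibition above the hit cutoff, then over 50% inhibition at one or more dose response concentrations, cut at about 23% in these data, passing the limit was not always enough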;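 also: plate controls were DMSO full reaction for no effect and no enzyme background for full effect; strong numbers were not always called active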
human PMI inhibition: inhibitors of human PMI, primary screen, biochemical, fluorescence intensity, coupled assay (AID 1209) | purified PMI enzyme, coupled fluorescence intensity; higher % means a stronger effect | inhibition, % at 20 µM, or IC50 in µM where a hit was titrated | 0.42% of 190,000 active;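 also: plate controls were DMSO vehicle for no effect and wells lacking substrate for full effect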
Hep lipid drop cells 6.5 µM: recorded beside Hep lipid drop, whose call it bears; cell count; measured here: cell count, cytotoxicity flag;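 cells counted across two imaged fields per well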
* marks the source's active call; other numbers are inactive results; · = not tested or not shown; [ ] = remark or other dose. Rule as the data show it, unless noted: active = inhibition above about 50%; inactive = the rest.

Under each structure: XIAP displacement, PMI inhibition, K1F lysis inhibition, Hep lipid drop, Hep lipid drop cells 6.5 µM, SIAH1 antagonists, TNAP activators, M17LAP inhibition, P. falciparum M1AAP, human PMI inhibition
> O=S(=O)(Cc1ccccc1)NCC1CCCN(Cc2ccc(F)c(F)c2)C1 (stereo not given)
  -7.1%, 5%, -0.4%, 0, 780, -4%, 1, 14%, -4%, 1%
> NC(=O)/C(=C/c1ccco1)C(N)=S
  ·, ·, -0.6%, ·, ·, 18%, ·, 14%, 9%, ·
> CCCCCOc1ccc(C(=O)NC(CCC)C(=O)O)cc1 (stereo not given)
  -0.6%, 13%, 0.7%, ·, ·, 0%, 1, 32%, 3%, 11%
> CCC(=O)Nc1ccc(NC(=O)Cc2ccccc2)cn1
  -2.0%, 12%, 1.7%, ·, ·, -1%, 1.1, 6%, -3%, -14%
> Cc1cc(Nc2cccc(F)c2)nc(-c2ccccc2O)n1
  -1.8%, 5%, 1.1%, ·, ·, 14%, 1.2, 22%, 9%, 4%
> O=c1c2cccnc2[nH]c(=S)n1CCCN1CCN(c2ccccc2F)CC1
  -2.3%, 5%, 0.3%, ·, ·, 4%, 1.1, 2%, 0%, 4%
> Cc1ccc(C(=O)N2CCN(c3ccc(NC(=S)NC(=O)c4cccs4)cc3)CC2)cc1
  -3.4%, 12%, -0.5%, -7, 797, -4%, 1, 5%, 6%, 13%
> Cc1c(Cl)c(=O)oc2cc(OCC(=O)NCc3cccs3)ccc12
  -1.8%, -6%, 0.0%, 1, 642, 13%, 1, -44%, 10%, -4%
> O=C(COc1ccc([N+](=O)[O-])cc1)Nc1cc(C(=O)O)cc(C(=O)O)c1
  0.0%, -28%, 0.6%, 6, 721, -7%, 1, -3%, 2%, -18%
> FC(F)(F)COc1ccc(-n2ccnc2)nn1
  -5.1%, 3%, -4.3%, 3, 690, 16%, 1, 6%, 5%, 11%
> Cc1[nH]nc2c1C(c1ccc(Cl)cc1)C(C#N)=C(N)O2 (stereo not given)
  -5.0%, 3%, -0.6%, ·, ·, -1%, 0.9, 27%, 14%, 3%
> CNC(=S)N(Cc1cc2cc(C)cc(C)c2[nH]c1=O)C1CCCC1
  -2.8%, 11%, -0.1%, -4, 695, 3%, 1, -6%, -8%, 10%
> COc1ccc2[nH]c(=O)c(CN(CCO)S(=O)(=O)c3ccc(C)cc3)cc2c1
  -1.5%, -4%, 0.9%, 3, 599, -5%, 1, ·, ·, -3%
> Cc1ccc2c(c1)c(=O)c(Br)c(C)n2Cc1ccccc1
  -3.8%, 1%, -0.1%, -5, 595, 2%, 1.2, -1%, 0%, 9%
> COc1ccc2[nH]c3c(=O)n(Cc4ccc(C(=O)N5CCC(C(N)=O)CC5)cc4)c(=S)[nH]c3c2c1
  -3.8%, 3%, 0.0%, 5, 718, -11%, 1.1, -3%, 12%, 4%
> O=C(Oc1c(-c2ccccc2)oc2ccccc2c1=O)c1ccccc1
  -3.2%, 4%, 3.2%, ·, ·, -1%, 1.1, 5%, 12%, 7%
> Cc1ccc(S(=O)(=O)Nc2cc(C(F)(F)F)ccc2N2CCOCC2)c(C)c1
  2.0%, 11%, 5.5%, -11, 619, 10%, 1.1, -3%, 2%, 10%
> CCO[C@@H]1OC(C(=O)NCc2ccccc2)=C[C@H](C(C)(C)C)[C@H]1CCCO
  ·, ·, 0.1%, -35, 753, 7%, ·, 6%, -1%, ·
> Cc1cccc(NC(=O)CS(=O)(=O)c2cn(CC(=O)N3CCOCC3)c3ccccc23)c1
  -0.8%, -15%, 0.0%, 4, 680, 5%, 1, -1%, 0%, -11%
> N#CC(C(=O)NC1CCCCC1)=C1CCCCCC1
  3.5%, -3%, -0.2%, 9, 733, 5%, 1, 11%, 6%, -7%
> CSc1ccc(/C=N/N2CCN(Cc3ccccc3)CC2)cc1
  -5.2%, 12%, 0.8%, -13, 710, 3%, 1.1, -6%, 3%, 19%
> COCCSc1nc2c(c(=O)[nH]c(=O)n2C)n1Cc1cccc(C)c1
  0.3%, -11%, -0.5%, 4, 698, 4%, 1.1, -7%, 8%, -8%
> Cc1cc(S(=O)(=O)NCc2ccccc2)ccc1OCC(=O)NCC1CCCO1 (stereo not given)
  -1.1%, -3%, 0.1%, 23, 706, 3%, 1.1, -1%, 3%, -4%
> COCCN1C=C2C(=O)C(C)(OC(=O)CCC(=O)OC)C(=O)C=C2C=C1C1CC1 (stereo not given)
  ·, ·, 0.2%, ·, ·, 4%, ·, 15%, 2%, ·
> Cc1ccccc1-c1nc2ccccc2c(=O)n1/N=C/c1ccccc1[N+](=O)[O-]
  -3.7%, 16%, -0.7%, ·, ·, -2%, 1, 0%, 8%, 24%
> CCOC(=O)C(C)n1ncn2cccc2c1=O (stereo not given)
  -2.9%, 9%, 0.1%, ·, ·, -2%, 1, -19%, -10%, 10%
> Cc1ccc(C(=O)C2Oc3ccccc3C3CC(c4ccc(C)cc4)=NN23)cc1 (stereo not given)
  -4.7%, 2%, 2.5%[50 µM], -56, 669, 4%, 1.2, 7%, 0%, 9%
> CCOC(=O)NC(CC(=O)O)c1ccc(OC)cc1 (stereo not given)
  -0.2%, -1%, 0.5%, ·, ·, 1%, 1.2, 20%, 9%, -4%
> COc1c(Cl)cc(Cl)cc1CNCc1ccccc1
  -5.9%, 3%, 0.2%, -1, 712, 2%, 1.1, 40%, 8%, -4%
> C[n+]1cccc(/C=N/Nc2nc(Cl)c(C#N)c(Cl)c2Cl)c1
  ·, ·, ·, 10, 760, 12%, ·, 15%, 12%, ·
> COc1ccc(/C=C/C(=O)N[C@H](C(=O)O)C(C)C)cc1
  -5.7%, 5%, 0.3%, 25, 697, 0%, 1, 2%, 1%, -13%
> CC(=O)N=c1ncn(CC(COC(C)=O)OC(C)=O)c2nc[nH]c12 (stereo not given)
  -2.4%, 2%, 0.7%, ·, ·, -2%, 1.1, 4%, 1%, -2%
> O=C(Nc1cccc(F)c1)NC1CCCCC1
  -3.6%, -1%, 4.3%, -1, 801, 0%, 1.1, 6%, 8%, 2%
> CCOC(=O)N1CCN(C(=O)CSCC(=O)Nc2nc(-c3cccs3)cs2)CC1
  0.3%, -11%, -1.2%, 79*, 764*, -2%, 1.1, 2%, 2%, -3%
> C=CCc1cccc2cc(C(=O)O)c(=O)oc12
  -1.7%, -2%, 0.5%, -8, 779, 7%, 1.1, 7%, 8%, 1%
> O=C(Nc1ccccc1F)c1ccc(Br)o1
  -2.4%, 0%, 0.5%, ·, ·, 6%, 1.1, -6%, -4%, -4%
> CC(=O)N1CCN(C(=O)c2ccc(Oc3ccccc3)cc2)CC1
  2.6%, -2%, 0.1%, 5, 753, 6%, 1.1, 3%, 0%, -6%
> Cc1cc(Cl)ccc1OCC(=O)NCCCN1CCOCC1
  -1.4%, 2%, -0.2%, ·, ·, 1%, 1.1, 0%, -3%, -1%
> Cc1cc2ccccc2n1CCNC(=O)c1cccs1
  1.8%, -32%, 6.1%, -22, 711, 4%, 1.1, 12%, 5%, -10%
> O=C(N/N=C/c1ccccn1)C12CC3CC(CC(C3)C1)C2
  -9.2%, 13%, 3.1%, 24, 640, -2%, 0.9, -3%, 4%, 6%
> CCOC(=O)C1=C(CN2CCSCC2)NC(=O)NC1c1cccc([N+](=O)[O-])c1 (stereo not given)
  1.5%, -5%, 0.1%, 10, 600, -5%, 1, 4%, 2%, -9%
> CC(NC(=O)c1ccc(F)cc1)c1ccc(F)cc1 (stereo not given)
  -9.7%, 4%, 2.7%[50 µM], -24, 622, -1%, 1, 14%, -5%, 1%
> CC(C)Cc1nc(C(N)=O)c2[nH]c(=O)n(-c3ccc(F)cc3)c2n1
  -8.8%, -2%, -1.4%, ·, ·, -2%, 1.4, 0%, 1%, -1%
> COCCn1c(SC(C)C(=O)Nc2ccc(Cl)cn2)nnc1-c1ccncc1 (stereo not given)
  -6.4%, 3%, 0.7%, -1, 680, 11%, 1.1, -3%, 2%, 10%
> O=c1c(F)cn(C2CCCO2)c(=O)n1Cc1c(Cl)cccc1Cl (stereo not given)
  -4.0%, -2%, -1.0%, 2, 779, -5%, 1.1, -2%, -1%, 0%
> Cc1cnc(C(=O)OCC(=O)NC2CCCCCCC2)cn1
  -3.9%, -7%, 0.3%, 0, 687, -1%, 1.1, 4%, -3%, -9%
> COc1ccc(NC(=O)c2ccc(N(C)S(C)(=O)=O)cc2)cc1OC
  -22%, 6%, 0.2%, 1, 763, -1%, 1.1, 1%, 8%, 12%
> O=C(CSc1nnc(-c2ccccc2)o1)N1CCc2ccccc2C1
  -11%, -9%, 0.1%, -4, 689, 0%, 0.9, -1%, 0%, 3%
> O=C(/C=C/c1ccco1)Nc1scc(-c2ccccc2)c1C(=O)O
  ·, ·, 0.2%, ·, ·, 1%, ·, 18%, 13%, ·
> CCOC(=O)C1=C(O)C(=O)N(Cc2cccnc2)C1c1ccc(OC)cc1 (stereo not given)
  -7.1%, -6%, ·, 11, 682, 3%, 1.1, 14%, 0%, -3%
> CSc1cccc(NC(=O)C(C)C)c1
  -6.1%, 20%, -1.4%, -48, 661, -3%, 1, -1%, 0%, 13%
> Cc1ccc(NC(=O)c2cc(C(C)(C)C)nn2Cc2ccccc2)cc1
  ·, ·, 0.1%, -4, 713, -3%, ·, -2%, 5%, ·
> COc1ccc(/C=C2\SC(=O)N(CC(=O)NCCC(C)C)C2=O)cc1OC
  ·, ·, 0.3%, 2, 691, 1%, ·, 4%, 5%, ·
> Cc1ccc(C)c(OCC(=O)Nc2cc(C(=O)O)cc(C(=O)O)c2)c1
  -3.5%, -6%, -0.6%, -2, 734, -2%, 1.1, -3%, -7%, -2%

Record cards, as listed above.
O=C(CSc1nnc(-c2ccccc2)o1)N1CCc2ccccc2C1 is listed as XIAP displacement = -11%; PMI inhibition = -9%; K1F lysis inhibition = 0.1%; Hep lipid drop = -4; Hep lipid drop cells 6.5 µM = 689; SIAH1 antagonists = 0%; TNAP activators = 0.9; M17LAP inhibition = -1%; P. falciparum M1AAP = 0%; human PMI inhibition = 3%
O=c1c(F)cn(C2CCCO2)c(=O)n1Cc1c(Cl)cccc1Cl (stereo not given) is listed as XIAP displacement = -4.0%; PMI inhibition = -2%; K1F lysis inhibition = -1.0%; Hep lipid drop = 2; Hep lipid drop cells 6.5 µM = 779; SIAH1 antagonists = -5%; TNAP activators = 1.1; M17LAP inhibition = -2%; P. falciparum M1AAP = -1%; human PMI inhibition = 0%

Rows are unselected. Share with any hit: about 1.9%.
